Source: PubChem
RBX1-CUL1 inh = blocks human RBX1-Cullin-1 di-ubiquitin formation | in vitro K48 di-Ub FRET, acceptor:donor ratio, 45 min | inhibition, % at 10 µM | 0.6% of 140,000 active | AID 1347404; in the data active means inhibition above about 25%
Target sequence (P62877 whole entry, looked up): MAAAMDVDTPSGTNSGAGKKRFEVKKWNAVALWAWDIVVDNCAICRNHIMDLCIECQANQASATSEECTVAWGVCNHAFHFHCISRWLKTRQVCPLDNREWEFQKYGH
Target sequence (Q13616 whole entry, looked up): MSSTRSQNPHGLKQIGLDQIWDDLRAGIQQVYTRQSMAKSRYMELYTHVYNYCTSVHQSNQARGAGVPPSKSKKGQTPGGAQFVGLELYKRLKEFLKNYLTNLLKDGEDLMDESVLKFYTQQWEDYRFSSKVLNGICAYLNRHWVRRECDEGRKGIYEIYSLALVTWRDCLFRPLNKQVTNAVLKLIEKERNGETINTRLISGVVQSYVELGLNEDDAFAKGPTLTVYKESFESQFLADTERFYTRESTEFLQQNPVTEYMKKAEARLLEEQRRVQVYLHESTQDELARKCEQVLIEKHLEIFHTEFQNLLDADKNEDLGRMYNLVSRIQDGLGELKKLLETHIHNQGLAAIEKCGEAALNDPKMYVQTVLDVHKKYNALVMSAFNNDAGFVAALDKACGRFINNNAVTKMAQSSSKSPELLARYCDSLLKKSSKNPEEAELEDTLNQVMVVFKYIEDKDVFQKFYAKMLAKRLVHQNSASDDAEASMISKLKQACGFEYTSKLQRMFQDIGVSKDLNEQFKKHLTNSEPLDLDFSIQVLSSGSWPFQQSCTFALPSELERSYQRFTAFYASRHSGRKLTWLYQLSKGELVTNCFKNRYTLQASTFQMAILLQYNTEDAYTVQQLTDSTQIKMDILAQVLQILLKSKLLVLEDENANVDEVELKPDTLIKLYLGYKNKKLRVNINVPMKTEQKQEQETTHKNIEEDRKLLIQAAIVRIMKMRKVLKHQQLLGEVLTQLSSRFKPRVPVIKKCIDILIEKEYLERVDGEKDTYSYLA
Numbers without * were called inactive; & = joins results of further samples.

The first two compounds, ahead of the listing:
SMILES	RBX1-CUL1 inh
COc1ccc(C(=O)CC2C(=O)C(=O)c3ccccc3C2=O)cc1 (stereo unspecified)	1.2
COc1cccc(C(=O)NC2=NC(c3ccc(N(C)C)cc3)CC(=O)N2)c1 (stereo unspecified)	-5.4

All compounds of this part, previewed entries included:
SMILES	RBX1-CUL1 inh
COc1ccc(C(=O)CC2C(=O)C(=O)c3ccccc3C2=O)cc1 (stereo unspecified)	1.2
COc1cccc(C(=O)NC2=NC(c3ccc(N(C)C)cc3)CC(=O)N2)c1 (stereo unspecified)	-5.4
O=C1Nc2ccc(Cl)cc2C1(O)C(F)(F)F (stereo unspecified)	11.2
C=CCSc1nn2c(=O)c3ccccc3nc2s1	7.8
Cc1nn2c(nnc3c(=O)n(Cc4ccccc4)ccc32)c1-c1ccccc1	11.2
Cc1ccoc1-c1nnc(-c2ccco2)o1	0.2
COCn1nc(-c2ccccc2Cl)oc1=S	-8.2
CCc1[nH]nc2c1C(c1ccc(OC)c(OC)c1OC)C(C#N)C(=N)O2 (stereo unspecified)	-5.4
COCCNCc1ccc(OCC(=O)N2CCCCC2)c(OC)c1	5.2
O=C(Nc1cccc(Br)c1)C1C(c2ccccc2)C1(Cl)Cl (stereo unspecified)	-1.2
C=CCN1C(=O)/C(=C/c2cc(Br)cc(OC)c2OC)C(=O)NC1=S	-0.6
Cc1ccc(/C=C2/SC(N3CCOCC3)=NC2=O)o1	-3.0
COc1cccc2c1OCC(NCc1cnc(SC)nc1)C2 (stereo unspecified)	0.6
COc1ccc(Cl)cc1NC(=O)c1cnc2sc(N3CCOCC3)nn2c1=O	-0.6
COc1ccc(-c2cc(-c3ccccc3)nc3sc4c(=O)[nH]c(=O)[nH]c4c23)cc1	1.3
O=C(CN1C(=O)c2ccccc2C1=O)Nc1ccc(NC(=O)c2ccco2)cc1	1.0
COc1ccc(NC(=O)CSc2nc(-c3ccco3)cc(C(F)(F)F)n2)c(OC)c1	8.5
CCOC(=O)C(C#N)c1nsc2ccccc12 (stereo unspecified)	-5.4
CN1CCC(N2CCCC(NC(=O)CC3=CCCCC3)C2)CC1 (stereo unspecified)	2.9
CC(=O)c1cccc(NS(=O)(=O)c2ccc(Cl)cc2)c1	9.3

Some of the entries above, reformatted.
Cc1ccc(/C=C2/SC(N3CCOCC3)=NC2=O)o1
  RBX1-CUL1 inh: -3.0

CCc1[nH]nc2c1C(c1ccc(OC)c(OC)c1OC)C(C#N)C(=N)O2 (stereo unspecified)
  RBX1-CUL1 inh: -5.4

O=C1Nc2ccc(Cl)cc2C1(O)C(F)(F)F (stereo unspecified)
  RBX1-CUL1 inh: 11.2

COc1ccc(C(=O)CC2C(=O)C(=O)c3ccccc3C2=O)cc1 (stereo unspecified)
  RBX1-CUL1 inh: 1.2

New compounds follow:
SMILES	RBX1-CUL1 inh
CCOc1cc(C)c(C(C)C)cc1S(=O)(=O)N1CCc2ccccc21	6.5
CCOc1ccc(NC(=O)Cn2c(=O)n(CC3CCCO3)c(=O)c3ccccc32)cc1 (stereo unspecified)	-0.8
CCOc1ccccc1C(=O)N1CC(=O)Nc2ccc(Cl)cc2C1c1ccccc1 (stereo unspecified)	-9.6
COC(=O)c1cc2oc3ccccc3c2n1Cc1cccc(C)c1	3.1
Cc1cc(Nc2cccc(C(F)(F)F)c2)ncn1	2.2
O=C(NCCn1cc(SCc2ccc(Br)cc2)c2ccccc21)c1cccs1	-2.8
CN(C)CCC(C#N)c1ccccc1Sc1ccc(Cl)cc1 (stereo unspecified)	-0.2
Cc1cc(N2CCCCC2)nc2ccc(NC(=O)/C=C/c3ccccc3OC(C)C)cc12	1.3
COc1ccccc1NCc1nnc(SCC(=O)N/N=C/c2ccco2)n1-c1ccc(Cl)cc1Cl	-1.0
COc1ccccc1NC(=O)C1C(C)=Nc2c(C(=O)Nc3ccc(F)cc3)cnn2C1c1cccc([N+](=O)[O-])c1 (stereo unspecified)	-5.8
CCOC(=O)c1[nH]c(C)c(CCC(=O)Nc2ccc(Br)c(C)c2)c1C	1.4
COc1ccc(-c2noc(CSc3nc(C)cc(=O)[nH]3)n2)cc1OC	-1.6
O=c1[nH]c2cc(Cl)ccc2c(-c2ccccc2)c1Sc1nnc(-c2ccccc2)n1C1CCCCC1	0.6
Cc1ccc(-c2nnc(-c3ccc(C)cc3)o2)cc1	-13.2
Cc1ccc2c(c1)N(C(=O)CCC(=O)NCc1ccccc1Cl)CC(C)O2 (stereo unspecified)	-2.5
COC(=O)C1(C)CN(S(=O)(=O)c2ccc(C)cc2)c2cc(OC)ccc2C1=O (stereo unspecified)	-1.6
O=c1c2ccccc2nc2ccc(Cl)nn12	-0.3
Cc1ccc(Cl)cc1N1CCN(C(=O)CCc2ccc(S(=O)(=O)NCC(C)C)cc2)CC1	4.3
COc1cccc(-c2ccc(NC(=O)C3CCCN3C(=O)C3CCOCC3)cc2)c1 (stereo unspecified)	-6.6
COc1ccc(Cn2ccc(-c3cccc(-c4cnccn4)c3)n2)cc1	8.6

Filtered by structure, the entries above with two or more sulfur atoms
SMILES	RBX1-CUL1 inh
C=CCSc1nn2c(=O)c3ccccc3nc2s1	7.8
O=C(NCCn1cc(SCc2ccc(Br)cc2)c2ccccc21)c1cccs1	-2.8

Next section:
SMILES	RBX1-CUL1 inh
CCOC(=O)c1cnc(SC)nc1SCC(=O)c1ccc(F)cc1	0.5
CC(C)(C)c1ccc(/C=C2/N=C(c3cc(I)ccc3Cl)OC2=O)cc1	-7.2
COc1cccc(CCC2CCCN(C(=O)c3ccoc3)C2)c1 (stereo unspecified)	2.0
O=C(O)c1ccc(NC(=O)c2ccc(S(=O)(=O)N3CCCCCC3)cc2)cc1	14.2
CCOC(=O)c1cnn2c(C(F)(F)F)cc(-c3cccc(OC)c3)nc12	-6.3
Cc1cc(C)c(NC(=O)c2ccc(-c3ccccc3)cc2)c(C)c1	-4.7
N#Cc1c(N)nc(SCC(=O)c2ccc(O)c(O)c2)c(C#N)c1-c1ccc(OCc2ccccc2)cc1	-8.3
CCOC(c1ccccc1)c1ccc2c(c1)CN(C(=O)c1cccc(-n3cccn3)c1)CCO2 (stereo unspecified)	4.0
CC(C(=O)N1CCOCC1)N1c2cccc3cccc(c23)S1(=O)=O (stereo unspecified)	-6.0
Fc1ccc(CN2CCc3nc(N4CCN(c5ccccc5F)CC4)ncc3C2)c(F)c1	-10.0
Cc1ccc2oc3c(c(=O)c2c1)C(c1cccc(O)c1)N(CCCN1CCOCC1)C3=O (stereo unspecified)	-0.7
Cc1nonc1OCC(C)(COc1nonc1C)NC(=O)c1ccccc1	7.5
CC(=O)Nc1ccc(NC(=O)C2CCN(c3c(NC(C)=O)c(C)nn3-c3ccccc3)CC2)cc1	-6.8
CCOC(=O)c1cccc(NC(=O)c2ccc(Br)o2)c1	-0.4
O=C(Cc1ccc(Cl)cc1)Nc1ccc2oc(-c3ccccc3)nc2c1	-3.0
Cc1c(Cl)cccc1N1CCN(S(=O)(=O)N2CCCC2)CC1	-1.5
Cc1ccc(Nc2ncccc2C(N)=O)cc1	-3.7
Nc1c(Cl)cc(-c2nc3ccccc3o2)cc1Cl	-1.8
O=C(Cc1ccccc1)Nc1ncc(Cc2cc(Cl)ccc2Cl)s1	3.1
CCCCC1=NN2C(=N)/C(=C/c3cc(C)n(-c4ccc(Cl)c(Cl)c4)c3C)C(=O)N=C2S1	11.3
COc1ccccc1/C=C/CN1CCCC(CNC(=O)c2cccnc2)C1 (stereo unspecified)	7.1
COc1ccc(S(=O)(=O)NCC2CCCN(C(=O)c3ccco3)C2)cc1 (stereo unspecified)	-3.2
O=S(=O)(Nc1cccc(-c2cn3ccsc3n2)c1)c1ccc2ccccc2c1	4.5
CCc1ccccc1NC(=O)N1CCCn2nc(C)cc21	3.5
Cc1cccc(NC(=O)C(Nc2cccc(C)c2)(c2ccccc2)c2ccccc2)c1	-4.2
COC(=O)c1cccc(-c2ccc(/C=C3/C(=O)NN(c4ccc(C)c(C)c4)C3=O)o2)c1	4.0
CCn1c2c(c3cc(Cl)ccc31)CCCC2=O	-1.2
O=C(C1CCCN(S(=O)(=O)c2cccc3nsnc23)C1)N1CCN(c2ccccc2)CC1 (stereo unspecified)	-2.6
CC(=O)c1ccc(-c2nnc(CCC(=O)N3CCCC(C(=O)CC(C)C)C3)o2)s1 (stereo unspecified)	-0.6
Cc1ccccc1C(=O)NNC(=O)C1CC1(c1ccccc1)c1ccccc1 (stereo unspecified)	8.0
CCc1ccccc1NC(=O)Cn1c(=O)n(-c2ccccc2)c(=O)c2oc3ccccc3c21	-6.7
COC(=O)c1ccc(NC(=O)CCc2c(C)nc3c(-c4ccccc4)c(C)nn3c2C)cc1	1.6
O=C1CSC(=Nc2ccc(Br)cc2)N1	13.4
Cc1ccc(OC(=O)C(C)Oc2cc(Cl)c(Cl)cc2Cl)c(C)c1 (stereo unspecified)	1.0
CCN1CCN(C2(C(=O)NCc3cc(F)ccc3C)Cc3ccccc3C2)CC1	7.3
Cc1cn2c3c(=O)n(Cc4ccccc4)c(=O)n(C)c3nc2n1-c1ccccc1	-3.3
CCCc1ccc(OC(C)c2nc(-c3ccc(-n4cccc4)cc3)no2)cc1 (stereo unspecified)	1.0
CCOc1ccccc1NC(=O)c1ccc(-c2ccccc2)cc1	-1.0
COC(=O)C1C(C)=NC(=S)NC1c1ccc(F)c(Br)c1 (stereo unspecified)	1.7
CCOC(=O)C1(Cc2ccc(F)cc2F)CCCN(Cc2c(C)nn(C)c2Cl)C1 (stereo unspecified)	-0.3
O=S(=O)(Cc1ccc(F)cc1)NC1CCCCC1	1.5
CCOC(=O)c1cccc(NC(=O)NC(C)c2c(-n3cccc3)sc3c2CCN(C)C3)c1 (stereo unspecified)	-0.9
Cc1ccc(OCC(=O)NC(=S)Nc2ccc(N3CCOCC3)cc2)cc1C	-1.8
CN1CCN(C(=O)CCC2CCCN(Cc3cccc4cnccc34)C2)CC1 (stereo unspecified)	7.2
O=C(CCS(=O)(=O)c1nc(-c2cccs2)cc(C(F)(F)F)n1)Nc1cc(Br)ccc1O	3.6
O=C(Nc1nc2n(n1)C(c1ccc(F)cc1)CC(c1ccccc1)=N2)c1ccco1 (stereo unspecified)	6.5
CSc1nc2sc3c(c2c(=O)n1-c1ccccc1)CC(C)(C)OC3	-5.7
Cc1ccccc1-c1nc(CN2CCC(C(=O)NCc3ccccc3Cl)CC2)c(C)o1	6.7
CCc1ccc(NS(=O)(=O)c2ccc3c(c2)C(=O)C(C(=O)N(C)Cc2ccco2)C=N3)cc1 (stereo unspecified)	-2.1
O=c1c(-c2ccccc2)c(-c2ccccc2)nc2ccccn12	-4.5
O=C1NCCN(Cc2ccc(F)cc2Cl)C1CC(=O)N1CCCC1 (stereo unspecified)	0.9
CCOc1ccc(CNC(=O)C2CCN(C3NS(=O)(=O)C(c4ccc(C)cc4)C3CC)CC2)cc1 (stereo unspecified)	0.6
Cc1cccc(CS(=O)(=O)NC2CCCC2)c1	-5.8
CCOc1ccc(NC(=O)COc2ccc(S(=O)(=O)NC3CCCCC3)cc2)cc1	-1.0&3.2
Cc1cc(C)n(/N=C\c2ccc([N+](=O)[O-])s2)c(=O)c1C#N	-9.9
CCOc1ccc(CCNC(=O)c2cn(-c3ccc(OC)cc3)c(=O)c3ccccc23)cc1OCC	2.6
CN(C)C(=O)c1cc(F)ccc1Sc1cc(Cl)ccc1Cl	2.0
Cc1cc2nc(SCc3cccc(Cl)c3)n(Cc3ccccc3F)c2cc1C	0.6
Cc1oc(-c2cc(F)ccc2F)nc1CN1CCC(C(=O)N2CCOCC2)CC1	3.3
CC(=O)N1CCCN(C(=O)CC2(c3ccccc3)CC(=O)N(CCCOc3cccnc3)C2=O)CC1 (stereo unspecified)	8.9

Among those listed so far, these contain a cyano group.
SMILES	RBX1-CUL1 inh
CCc1[nH]nc2c1C(c1ccc(OC)c(OC)c1OC)C(C#N)C(=N)O2 (stereo unspecified)	-5.4
CCOC(=O)C(C#N)c1nsc2ccccc12 (stereo unspecified)	-5.4
CN(C)CCC(C#N)c1ccccc1Sc1ccc(Cl)cc1 (stereo unspecified)	-0.2
N#Cc1c(N)nc(SCC(=O)c2ccc(O)c(O)c2)c(C#N)c1-c1ccc(OCc2ccccc2)cc1	-8.3
Cc1cc(C)n(/N=C\c2ccc([N+](=O)[O-])s2)c(=O)c1C#N	-9.9

Following part
SMILES	RBX1-CUL1 inh
O=C(N/N=C/c1cccc(O)c1O)c1cccc([N+](=O)[O-])c1	-0.1
CCCN(CCC)C(=O)c1ccc(N)cc1	-2.7
CCc1ccc(CNC(=O)c2ccc3c(Cl)c4c(nc3c2)CCCC4)cc1	1.4
Cn1c(=O)c2c(ncn2CC(O)CC2CCc3ccccc3C2)n(C)c1=O (stereo unspecified)	-8.4
CC(=C1C(=O)c2ccccc2C1=O)N1CCN(CCN=CC2C(=O)CC(c3ccc(C)cc3)CC2=O)CC1 (stereo unspecified)	1.5
CCn1c(CCNC(=O)c2cccs2)nnc1SCC(=O)Nc1ccc(Cl)cc1Cl	-2.2
CCOc1cc(/C=N/NC(N)=S)ccc1OCc1c(Cl)cccc1Cl	4.8
Cc1ccc(N2C(=O)c3n[nH]c(C)c3C2c2ccc(Cl)cc2)cc1 (stereo unspecified)	0.7
Cc1ccc(N(C)C(=O)C2CCN(S(=O)(=O)c3ccc4c(c3)CCCN4C(=O)C3CCC3)CC2)cc1	-3.5
CS(=O)(=O)NCc1cccnc1Oc1ccccc1F	-0.2
COC(=O)c1sc2ncccc2c1NC(=O)CN1CCCC(C)C1 (stereo unspecified)	10.9
COc1cc2sc(C(=O)Nc3cccc(OC)c3OC)c(Cl)c2cc1OC	-9.2
N#CC1C(=N)OC2=C(C(=O)CC(c3ccccc3)C2)C1c1cccnc1 (stereo unspecified)	-3.2
COc1ccc(NC(=O)Nc2ccccc2OCc2cc(=O)n3ccccc3n2)c(OC)c1	5.0
CCOc1ccccc1CNC(=O)c1ccc2c(c1)sc1nc(-c3cccc(OC)c3)cn12	-0.8
Cc1nc2ccccc2cc1C(=O)N/N=C/c1cccs1	-2.7
CCSc1nnc(NC(=O)c2cc(-c3ccc(C)o3)nc3ccccc23)s1	80.5*

An excerpt, so the mix of outcomes need not match the whole.
